# CRFR2-BP antag – antagonists of CRF-binding protein/CRF-R2 receptor complex. hit rate 0.59% among 350,000. inhibition, % at 11.8 µM. AID 588475. HEK293 CRF-R2/CRF-BP, CRF-induced calcium fluorescence;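 active means inhibition of the ligand-induced calcium signal above about 50% at the single tested concentration, limit read from the data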
# CHRM1 PAM – positive allosteric modulators of human M1 muscarinic receptor | hit rate 0.088% among 360,000 | CHO-K1 hM1, Fluo-8 calcium fluorescence, ACh EC20; 0% = ACh EC20, 100% = maximal ACh | P11229 | activation, % at 3 µM; in the data active means activation above about 19%, passing the limit was not always enough
# Target sequence (P11229 whole entry, looked up): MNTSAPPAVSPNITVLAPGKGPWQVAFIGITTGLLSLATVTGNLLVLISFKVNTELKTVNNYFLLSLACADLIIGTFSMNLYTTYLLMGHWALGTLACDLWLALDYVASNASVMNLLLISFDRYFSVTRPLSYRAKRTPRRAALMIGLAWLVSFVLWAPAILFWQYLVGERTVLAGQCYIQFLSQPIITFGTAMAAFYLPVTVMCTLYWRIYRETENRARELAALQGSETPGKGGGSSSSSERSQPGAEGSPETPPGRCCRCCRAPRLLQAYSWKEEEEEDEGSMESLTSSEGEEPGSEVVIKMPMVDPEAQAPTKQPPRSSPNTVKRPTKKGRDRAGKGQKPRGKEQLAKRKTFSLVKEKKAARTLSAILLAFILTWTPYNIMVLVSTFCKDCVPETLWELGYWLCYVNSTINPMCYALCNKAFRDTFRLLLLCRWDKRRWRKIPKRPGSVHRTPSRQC
# CRFBP-R2 agonist – CRF-BP/CRF-R2 complex agonism | activation, % at 13.2 µM | hit rate 0.46% among 350,000 | HEK293 CRF-R2/CRF-BP, calcium dye fluorescence (FLIPR); percent of saturating CRF peptide response;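 active means activation of at least 50%, plus an integration ratio under a set limit after plate pattern correction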;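 further: plate controls were neutral control wells without compound for no effect and CRF at EC100 for full effect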
# M4 antag – CHRM4 antagonism in calcium assay; P08173; CHO-hM4 cells, ACh EC80, Fluo-8 calcium fluorescence; inhibition, % at 3 µM; hit rate 0.73% among 360,000; AID 624125;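 active means inhibition above its plate's cutoff, the mean inhibition of sample wells plus 3 SD, cut at about 27% in these data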;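 further: 0% = acetylcholine EC80 with DMSO and 100% = DMSO without agonist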
# CHRM5 PAM – potentiates acetylcholine response at human M5 receptor. CHO-K1 hM5, Fluo-8 calcium, ACh EC20 PAM; 0% = ACh EC20, 100% = ACh EC100. hit rate 0.3% among 360,000. activation, % at 3 µM. P08912;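 active means activation above the run cutoff, the mean activation of all test compounds plus 3 SD, cut at about 18% in these data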
# Target sequence (P08912 whole entry, looked up): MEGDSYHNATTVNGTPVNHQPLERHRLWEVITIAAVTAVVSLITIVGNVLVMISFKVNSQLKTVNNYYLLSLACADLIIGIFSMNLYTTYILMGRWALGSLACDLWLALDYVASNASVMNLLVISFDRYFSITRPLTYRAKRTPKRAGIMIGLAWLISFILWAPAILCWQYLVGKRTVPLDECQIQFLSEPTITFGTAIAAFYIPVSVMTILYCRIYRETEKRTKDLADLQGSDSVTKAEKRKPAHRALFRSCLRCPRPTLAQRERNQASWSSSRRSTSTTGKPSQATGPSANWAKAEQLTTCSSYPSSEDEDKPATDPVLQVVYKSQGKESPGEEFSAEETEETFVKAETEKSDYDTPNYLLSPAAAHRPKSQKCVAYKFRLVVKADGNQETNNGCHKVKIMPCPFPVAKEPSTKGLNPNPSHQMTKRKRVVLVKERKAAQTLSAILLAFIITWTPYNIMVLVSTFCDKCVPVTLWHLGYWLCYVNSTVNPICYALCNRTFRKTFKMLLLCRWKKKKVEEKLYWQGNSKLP
#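 Assay system: CHO-K1 hM5 cells / Incubation: Fluo-8 loading 80 min at 37 °C plus 30 min room temperature / Technique: Fluo-8 calcium dye fluorescence, kinetic read / Repeats: single replicate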
# M5 antag – antagonists of human muscarinic M5 receptor (CHRM5); P08912; CHO-hM5 cells, Fluo-8 calcium fluorescence, ACh EC80; hit rate 0.59% among 360,000; AID 624040; inhibition, % at 3 µM;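 active means inhibition above a per-plate cutoff, the mean of that plate's test compounds plus 3 SD, cut at about 27% in these data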;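 further: 0% = acetylcholine EC80 with DMSO and 100% = DMSO without agonist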
# M4 ag – CHRM4 agonism in calcium assay; P08173; CHO-K1 hM4/Gqi5, Fluo-8 calcium fluorescence; vehicle 0%, full acetylcholine response 100%; activation, % at 3 µM; hit rate 0.14% among 360,000; AID 624127;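 active means activation above the run mean over all test wells plus 3 SD, cut at about 32% in these data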;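 further: peak over basal fluorescence ratio per well then scaled between controls; 0% = DMSO wells and 100% = acetylcholine at EC100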
# M5 ag – agonists of human muscarinic M5 receptor (CHRM5). P08912. CHO-K1 hM5 cells, Fluo-8 calcium fluorescence; 0% DMSO wells, 100% maximal acetylcholine response. activation, % at 3 µM. hit rate 0.19% among 360,000. AID 624037;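 active means activation above the run's mean over test compounds plus 3 SD, cut at about 23% in these data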;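 further: signal is peak over basal fluorescence ratio across the kinetic read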
# M4 PAM – potentiates acetylcholine response at human M4 receptor | activation, % at 3 µM | AID 624126 | CHO-K1 hM4/Gqi5, Fluo-8 calcium fluorescence, ACh EC20; 0% = ACh EC20, 100% = maximal ACh | P08173 | hit rate 0.4% among 360,000;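 active means activation above its plate's cutoff, the mean activation of sample wells plus 3 SD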; further: some results filed as inactive read as strong as hits
# * hit, by the source's call; nt = not tested or not shown.
SMILES,CRFR2-BP antag,CHRM1 PAM,CRFBP-R2 agonist,M4 antag,CHRM5 PAM,M5 antag,M4 ag,M5 ag,M4 PAM
CCOC(=O)c1ccc(NC(=O)N2CCCCCC2)cc1,-7,0,0.1,1,3,14,1,-6,-2
COc1ccc(CN(CCC#N)CCC2(c3ccccc3)CC(C)N(C)CC2C)cc1OC (configuration not stated),-2,1,-0.3,6,8,0,0,-9,0
COC(=O)c1c(NC(=O)CSc2nc3ccccc3c(=O)n2Cc2ccco2)sc(C)c1C,-5,0,-0.8,-1,-3,-2,1,-2,4
O=C(c1cccc(C(F)(F)F)c1)N1CCC(O)(CS(=O)(=O)Cc2ccccc2)CC1,-17,15,-0.8,10,2,0,0,2,-3
CC(C)CNC(=O)CN1C(=O)NC(Cc2c[nH]c3ccccc23)C1=O (configuration not stated),-11,-3,-1.0,-6,3,9,1,-1,-4
COc1ccc(/C=N/NC(=O)CCOc2ccccc2C)cc1OC,-3,-5,1.2,0,4,-1,2,0,8
Cc1ccnc(NC2(C(F)(F)F)N=C3SCCN3C2=O)c1 (configuration not stated),-8,-1,0.2,0,3,1,-1,1,-4
CCN1CCN(C(c2cccs2)C(C)NC(=O)c2ccccc2OC)CC1 (configuration not stated),30,-3,3.6,-1,-4,2,0,-4,-5
CC(C)N1C(=O)S/C(=C/c2ccccc2OCc2ccc(C(=O)O)cc2)C1=O,69*,11,4.0,-4,11,-10,0,-5,0
CCc1nc(SCC(=O)NCCc2ccc(OC)c(OC)c2)c2c(=O)n(C)c(=O)n(C)c2n1,-9,14,0.1,17,-7,8,1,1,-6
O=C(C(=NNc1ccccc1)c1ccccc1)c1ccccc1,-7,3,0.3,15,-19,15,7,-4,-7
CC1=C(C(=O)Nc2ccccc2)C2(CCCCC2)C(C#N)=C(S)N1,-13,-6,2.0,0,1,11,1,1,-2
CN1CCN(C2CCN(c3ccc(Nc4nnc(Cl)c(Nc5ccccc5S(C)(=O)=O)n4)c(OC(CF)CF)c3)CC2)CC1,1,-1,-0.3,-2,1,1,6,-5,9
Cc1cc(-c2ccccc2)nc(N2CCC(C(=O)NC(C)C)CC2)n1,8,-2,-1.7,6,0,2,0,1,-4
Cc1cc(N2CCN(c3ccc(F)cc3)CC2)nc2cc(O)ccc12,-26,1,-2.0,-5,-10,0,1,0,-7

# Full records from above. Values in the order: CRFR2-BP antag	CHRM1 PAM	CRFBP-R2 agonist	M4 antag	CHRM5 PAM	M5 antag	M4 ag	M5 ag	M4 PAM
# CCOC(=O)c1ccc(NC(=O)N2CCCCCC2)cc1 across the screens: -7	0	0.1	1	3	14	1	-6	-2
# Cc1cc(-c2ccccc2)nc(N2CCC(C(=O)NC(C)C)CC2)n1 across the screens: 8	-2	-1.7	6	0	2	0	1	-4
# CC1=C(C(=O)Nc2ccccc2)C2(CCCCC2)C(C#N)=C(S)N1 across the screens: -13	-6	2.0	0	1	11	1	1	-2
# CN1CCN(C2CCN(c3ccc(Nc4nnc(Cl)c(Nc5ccccc5S(C)(=O)=O)n4)c(OC(CF)CF)c3)CC2)CC1 across the screens: 1	-1	-0.3	-2	1	1	6	-5	9
# CCc1nc(SCC(=O)NCCc2ccc(OC)c(OC)c2)c2c(=O)n(C)c(=O)n(C)c2n1 across the screens: -9	14	0.1	17	-7	8	1	1	-6

# Other entries.
SMILES,CRFR2-BP antag,CHRM1 PAM,CRFBP-R2 agonist,M4 antag,CHRM5 PAM,M5 antag,M4 ag,M5 ag,M4 PAM
CC(=O)Nc1ccc(S(=O)(=O)N2CCN(C(=O)CCC3CCCC3)CC2)cc1,7,4,-1.3,2,-2,4,4,-9,-3
CCC(=O)Nc1nnc(Sc2ccc(N(C)C)cc2)s1,-26,-2,0.8,-1,-4,-5,0,-2,2
Cn1c(SCC(=O)N2CCOCC2)nc2c(c1=O)SCC2,7,3,0.0,5,0,11,0,-2,-1
CCOC(=O)c1c(NC(=O)COC(=O)c2ccc(O)cc2)sc(C(=O)N(C)C)c1C,8,-2,-2.5,5,-9,10,10,6,-6
CN1OC[C@@H]2CN(Cc3ccc(Cl)cc3)[C@H](c3ccc(N4CCCCC4)cc3)C[C@@H]21,nt,-4,nt,-19,2,-5,-1,1,7
CN(C)C=NC1=NN(c2cccc(C(F)(F)F)c2)CC1,-51,8,-2.3,6,-3,4,1,-1,4
COc1cccc(-c2nc(-c3ccccc3)c(-c3ccccc3)[nH]2)c1OCC(=O)O,-1,3,-1.0,2,-6,5,-1,6,4
O=C1CSC(=S)N1/N=C/c1ccc2c(c1)OCCO2,0,2,4.8,-7,-2,1,1,-7,-4
O=C(CSC1=NNC(c2ccccn2)S1)Nc1cccc(Cl)c1 (configuration not stated),-6,14,0.1,-5,12,-12,5,5,1
CC(NC(=O)Nc1ccccc1Cl)c1ccc2c(c1)OCO2 (configuration not stated),15,6,2.3,-2,-3,7,0,-5,5
Cc1cc(C(=O)NN=C2CCCCCCC2)c2ccccc2n1,17,8,-0.9,-9,0,-3,0,0,0
CC(C)(C)OC(=O)C[C@H]1C/C=C\C[C@@H](CC(=O)NCCO)C(=O)N[C@H](Cc2ccccc2)COC1=O,-7,10,-0.1,-11,5,-9,1,1,6
Cc1ccc(C(=O)NCC(=O)N(C)Cc2ccccc2C)s1,-9,13,7.8,1,-5,9,1,0,-4
Cc1ccnc(NC(=O)c2ccc(OCC3CCCO3)cc2)c1 (configuration not stated),-4,10,-0.2,-6,0,0,3,0,2
CCOC(=O)NC(Nc1ccc(OC)cc1)(C(F)(F)F)C(F)(F)F,36,5,0.5,-5,-1,4,0,-1,-2

# Quoted from the listing:
# `O=C1CSC(=S)N1/N=C/c1ccc2c(c1)OCCO2` in M4 PAM = -4
# `Cc1ccnc(NC(=O)c2ccc(OCC3CCCO3)cc2)c1` (configuration not stated) in M4 antag = -6

# Following part.
SMILES,CRFR2-BP antag,CHRM1 PAM,CRFBP-R2 agonist,M4 antag,CHRM5 PAM,M5 antag,M4 ag,M5 ag,M4 PAM
CCOC(=O)Nc1ccc2c(CN(C)Cc3ccc(F)cc3)cc(=O)oc2c1,-10,12,-1.2,6,4,5,1,-2,0
COc1ccc(CCNC(=O)c2ccccc2NC(=O)C2=C(C)OCCS2)cc1OC,0,-13,-1.4,12,-13,15,19,1,-10
O=C(COc1ccc(Br)cc1F)N1CCN(c2ncccn2)CC1,7,2,-1.4,4,3,-5,2,2,-1
Cc1ccccc1C(=O)Oc1ccccc1N1C(=O)C2CC=CCC2C1=O (configuration not stated),10,10,0.7,8,0,-4,1,-2,-2
CCOc1cc(-c2ccc(N)c(OCC)c2)ccc1N,3,2,4.2,-1,1,2,0,-3,7
CCn1c(Cc2ccc(OC)cc2)nnc1SCc1nc2ccccc2c(=O)[nH]1,-21,7,-0.5,2,5,1,2,5,-6
CCN(CC)C(=O)[C@H]1CC(CC(=O)NCC23CC4CC(CC(C4)C2)C3)C(=O)N2CCc3c([nH]c4ccccc34)[C@]12C (some centres not stated),-4,9,18,-8,-4,-3,0,2,0
C/C(CC(=O)Nc1ccccc1Br)=N\NC(=O)C(=O)N1CCCC1,23,7,-0.7,1,61*,2,0,-6,5
Cc1cccc(NC(=O)Cn2c(/C=C/c3ccccc3)nc3ccccc32)c1,-8,-3,-2.8,1,-11,13,2,-1,-3
CN(C)c1ccc(CNC(=O)C2CCN(S(=O)(=O)c3ccc4c(c3)CCC(=O)N4)CC2)cc1,5,-10,0.6,-3,-7,1,1,1,-2
c1ccc(CNc2nc(-c3ccccc3)nc3ccccc23)cc1,-11,-6,0.0,6,-3,8,0,-9,-4
CC(C)(CNC(=O)c1ccc(Cl)c(S(=O)(=O)N2CCc3ccccc3C2)c1)N1CCOCC1,-4,-14,-2.0,0,-6,-3,8,-2,-6
COc1ccc(/C=C/C(=O)c2ccc(Cl)s2)cc1O,-32,7,0.7,9,-3,-3,4,1,-5
CSc1cc(-c2ccccc2)n(C)c(=O)c1C#N,-31,7,3.3,-3,-7,-3,-1,-7,-4
O=C1NC(=S)SC1=Cc1ccccc1C(=O)O,nt,12,nt,-4,-8,9,4,0,4

# Gathered by group, the compounds so far containing bromine (2)
SMILES,CRFR2-BP antag,CHRM1 PAM,CRFBP-R2 agonist,M4 antag,CHRM5 PAM,M5 antag,M4 ag,M5 ag,M4 PAM
O=C(COc1ccc(Br)cc1F)N1CCN(c2ncccn2)CC1,7,2,-1.4,4,3,-5,2,2,-1
C/C(CC(=O)Nc1ccccc1Br)=N\NC(=O)C(=O)N1CCCC1,23,7,-0.7,1,61*,2,0,-6,5

# Further compounds.
SMILES,CRFR2-BP antag,CHRM1 PAM,CRFBP-R2 agonist,M4 antag,CHRM5 PAM,M5 antag,M4 ag,M5 ag,M4 PAM
CCCNC(=S)N1CCC(C(=O)c2ccc3c(c2)OCCO3)CC1,-1,7,0.3,-5,-1,6,8,4,1
O=C(COCC(=O)NCc1ccccc1)NCc1ccccc1,4,9,0.1,0,3,5,2,-2,1
CCN1C(=O)N[C@H](c2ccc(Br)cc2)C(C(=O)OC)=C1C,-8,4,-1.1,-8,2,4,0,2,8
Cc1ccc(NC(=O)c2cc3c(CO)cnc(C)c3oc2=Nc2cccc(C(N)=O)c2)cc1,23,0,-2.8,9,1,10,0,-1,2
CCCCC(=O)N1CCN(c2nc3ccc(F)cc3s2)CC1,7,8,-0.7,4,1,-8,11,6,6
O=C(CCS(=O)(=O)c1ccc(Br)cc1)N1CCN(c2ccccc2F)CC1,-6,10,-0.3,1,-5,4,3,2,20
C[C@]12C=CC(=O)C=C1CC[C@@H]1C2[C@@H](O)C[C@@]2(C)C1CC[C@]2(O)C(=O)COC(=O)CCC(=O)O (some centres not stated),2,-7,-0.8,-5,-10,14,14,0,-4
COc1ccc(CN(CC(=O)NCC2CCCO2)C(=O)CCC(=O)Nc2cc(C)on2)cc1 (configuration not stated),17,2,-2.7,-10,1,-6,0,-2,11
CCOC(=O)c1[nH]c2cc(OC)c(OC)cc2c1NC(=O)c1ccc2c(c1)OCO2,-3,4,-1.4,3,-1,5,2,2,26
Cc1ccccc1NS(=O)(=O)c1cc(C(=O)Nc2cccnc2)ccc1C,-11,-3,-0.4,5,-6,8,12,1,-7
O=Cc1c(Sc2ccccn2)nc2ccccn2c1=O,11,1,4.3,-1,1,-11,0,-5,-1
Cc1cccc(-c2nnc(SCC(=O)N3CCOCC3)o2)c1,-6,12,-0.2,-3,2,3,2,-3,-10
COCc1ccc(CN2CCCC(C(=O)Nc3ccccc3-c3ccc(OC)cc3)C2)o1 (configuration not stated),3,-2,-1.6,6,-1,9,3,-6,-4
CC1Cc2ccccc2N1C(=S)NC(=O)c1ccc(Cl)cc1Cl (configuration not stated),8,2,-0.5,-2,-2,1,-2,-5,-7
CC1=C(C(=O)N2CCCCCC2)CC(CC(=O)NCCCN(C)C)C(=O)N1Cc1ccccc1 (configuration not stated),nt,6,nt,-4,0,-7,0,2,2
CCC(C)(C)n1nnnc1C(c1ccc(OC)c(OC)c1)N1CCN(c2cccc(OC)c2)CC1 (configuration not stated),3,6,-1.4,0,2,-8,0,-3,6

# CHRM5 PAM, what is marked active above.
SMILES,CRFR2-BP antag,CHRM1 PAM,CRFBP-R2 agonist,M4 antag,CHRM5 PAM,M5 antag,M4 ag,M5 ag,M4 PAM
C/C(CC(=O)Nc1ccccc1Br)=N\NC(=O)C(=O)N1CCCC1,23,7,-0.7,1,61*,2,0,-6,5

# Screening results as filed in PubChem.
